USP2a block – qHTS Assay for Inhibitors of Ubiquitin-specific Protease USP2a Using CHOP2 as the Reporter | Ubiquitin carboxyl-terminal hydrolase 2 (Homo sapiens), O75604 | USP2 core, Ub-CHOP2 coupled fluorogenic reporter, 485/531 | Potency, µM (top dose mostly 38.3 µM), without a hit: top-dose activity change, negative = inhibition, most hits filed as inhibitors | hit rate 0.01% among 330,000;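 further: potency means the concentration at half of the fitted maximal effect; plate controls were DMSO wells for no effect and full inhibition by NEM control for full effect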
Target sequence (O75604 whole entry, looked up): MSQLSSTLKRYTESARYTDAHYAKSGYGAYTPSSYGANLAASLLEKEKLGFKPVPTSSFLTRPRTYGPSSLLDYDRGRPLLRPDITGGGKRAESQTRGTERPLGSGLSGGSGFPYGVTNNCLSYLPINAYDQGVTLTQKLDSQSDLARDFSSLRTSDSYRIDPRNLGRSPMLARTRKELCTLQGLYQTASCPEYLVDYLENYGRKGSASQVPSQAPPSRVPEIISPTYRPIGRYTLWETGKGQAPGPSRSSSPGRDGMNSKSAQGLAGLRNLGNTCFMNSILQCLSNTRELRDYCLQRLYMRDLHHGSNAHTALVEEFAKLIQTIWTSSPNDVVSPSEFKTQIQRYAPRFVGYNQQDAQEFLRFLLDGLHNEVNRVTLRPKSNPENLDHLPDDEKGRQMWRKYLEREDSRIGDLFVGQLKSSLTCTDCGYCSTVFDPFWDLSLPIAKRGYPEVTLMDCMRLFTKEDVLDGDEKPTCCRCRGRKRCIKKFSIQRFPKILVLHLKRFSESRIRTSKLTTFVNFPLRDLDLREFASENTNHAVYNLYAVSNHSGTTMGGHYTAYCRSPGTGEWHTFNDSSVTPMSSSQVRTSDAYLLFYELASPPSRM
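Deubiquitinase activity read as fluorescence (485/531 nm) after Ub-CHOP2 cleavage activates the enterokinase reporter on its substrate; USP2 core 10nM, Ub-CHOP2 and substrate 25nM each, 30min compound preincubation then 60min RT; data normalized to NEM, curves fitted.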
TCR act – Activators of T cell receptors: qHTS campaign; primary human leukocytes, anti-CD3, IL-2 HTRF, 48 h; Potency, µM (doses to about 9.22 µM), inactives show at the highest dose activation of IL-2 secretion, actives largely listed as activators; 330,000 tested, under 10 active; AID 504894, 2011; further: % of control where 0% means no effect
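Primary human leukocytes incubated 48 hr with anti-CD3 beads plus compound, without co-stimulation. Secreted IL-2 measured by HTRF (europium cryptate/d2 anti-IL-2 pair, 320 nm excitation, 665 nm emission).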
ELG1 repair inh – qHTS screen for small molecules that inhibit ELG1-dependent DNA repair in human embryonic kidney (HEK293T) cells expressing luciferase-tagged ELG1. HEK293T ELG1-luciferase reporter, luminescence, 16 h; DNA damage induced by 5-fluorouridine. Potency, µM (series often up to 46.1 µM), for the others: at the top dose activity change, negative = inhibition, most hits filed as inhibitors. hit rate 2.3% among 330,000. AID 504467, 2011; further: potency means the concentration at half of the fitted maximal effect; on the % scale 0 is the no-effect control and ±100 the full control effect; nearly all actives have a fitted effect of over 55% in size
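Step one: seed 2,000 cells per well. Step two: pin-transfer compound or DMSO alongside 5-fluorouridine. Step three: incubate 16 hr, 37 °C, 5% CO2. Step four: add ONE-Glo, wait 30 min, read luminescence.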
Tb PFK inh – qHTS Assay to Find Inhibitors of T. brucei phosphofructokinase. ATP-dependent 6-phosphofructokinase (Trypanosoma brucei brucei), O15648. hit rate 0.17% among 330,000. Potency, µM (doses to about 57.5 µM), for inactives: top-dose activity, negative = inhibition, usual class: inhibitors. T. brucei PFK, ADP-Glo luminescence;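 further: potency means the concentration at half of the fitted maximal effect; 0% = uninhibited 1x PFK enzyme wells and -100% = no-enzyme wells; nearly all actives have a fitted effect of over 60% in size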
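Activity is normalized to no-enzyme wells (full inhibition) and 1.25 nM enzyme wells (no inhibition). Reaction: 0.5 mM F6P, 0.1 mM ATP, 45 min RT, ADP-Glo luminescence; concentration-response curves fitted and classed by quality.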
PTAP TSG101 blk – qHTS Assay for Iinhibitors of HIV-1 Budding by Blocking the Interaction of PTAP/TSG101 | Tumor susceptibility gene 101 protein (Homo sapiens), Q99816 | Fluorescence polarization, FITC-PTAP peptide / Tsg101 binding | Potency, µM (doses to about 115 µM), for the others: at the highest dose activity change, negative = inhibition, most hits filed as inhibitors | 340,000 tested, under 10 active | AID 493005, 2010; active means well fitted inhibition curve with a large enough effect in the main read-out, with a control signal flat, not every such curve was filed as active; inconclusive means small, poorly fitted or top-dose-only effect, or effect the other way, or a change in a side signal; inactive means no such curve, though single readings can be large or run the other way; further: potency means the concentration at half of the fitted maximal effect; % of control where 0% means no effect
Target sequence (Q99816 whole entry, looked up): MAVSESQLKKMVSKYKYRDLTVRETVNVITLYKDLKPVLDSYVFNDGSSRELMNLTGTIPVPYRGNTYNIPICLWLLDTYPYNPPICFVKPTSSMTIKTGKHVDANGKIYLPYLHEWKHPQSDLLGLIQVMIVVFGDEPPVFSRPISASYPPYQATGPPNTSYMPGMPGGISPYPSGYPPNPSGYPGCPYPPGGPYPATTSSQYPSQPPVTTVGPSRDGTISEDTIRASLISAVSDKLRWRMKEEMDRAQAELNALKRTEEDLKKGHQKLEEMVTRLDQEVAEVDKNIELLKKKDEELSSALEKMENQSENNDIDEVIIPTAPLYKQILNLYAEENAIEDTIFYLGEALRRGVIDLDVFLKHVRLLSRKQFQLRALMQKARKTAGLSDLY
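Fluorescence anisotropy tracks displacement of a FITC-tagged PTAP peptide (50 nM) from the Tsg101 binding domain (10 uM), following a 20 min room-temperature incubation at pH 7.5.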
uPA generation – qHTS for Inhibitors of Cell Surface uPA Generation; hit rate 0.31% among 330,000; cell surface uPA generation assay, qHTS; Potency, µM (titrated, usually from 38.3 µM), without a hit: top-dose activity change, negative = inhibition, usual class: inhibitors; AID 540303, 2011; active means well fitted inhibition curve with a large enough effect; inconclusive means small, poorly fitted or top-dose-only effect; inactive means no such curve, though single readings can be large or run the other way; tested in mouse RAW 264.7 cells; further: potency means the concentration at half of the fitted maximal effect; on the % scale 0 is the no-effect control and ±100 the full control effect; nearly all actives have a fitted effect of over 55% in size
Mito fusion act – qHTS Assay for Small Molecule Inhibitors of Mitochondrial Division or Activators of Mitochondrial Fusion; S. cerevisiae fusion-defective mutant growth rescue, CellTiterGlo 48 h; AID 485298, 2010; Potency, µM (top dose mostly 46.1 µM), for inactives: top-dose growth rescue (activation), usual class: activators; hit rate 0.23% among 320,000;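 further: potency means the concentration at half of the fitted maximal effect; % of control where 0% means no effect; nearly all actives have a fitted effect of over 45% in size; temperature-sensitive fusion mutants such as fzo1-1 at 37 °C on non-fermentable ethanol glycerol medium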
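S. cerevisiae fusion-defective temperature-sensitive mutants (e.g. fzo1-1, mgm1-5) grown 48 h at 37C in YPEG (ethanol/glycerol non-fermentable) medium with 23 nl compound per well; growth rescue read as CellTiterGlo luminescence.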
B2AR arrestin – qHTS assay of beta-arrestin-biased ligands of beta2-adrenergic receptor. Beta-2 adrenergic receptor (Homo sapiens), P07550. hit rate 0.02% among 330,000. beta-arrestin recruitment to beta2AR, cell-based reporter. Potency, µM (titrated, usually from 46.1 µM), for inactives: top-dose activation, usual class: activators;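 further: potency means the concentration at half of the fitted maximal effect; 0% = DMSO controls and full agonism = EC100 isoproterenol or metaproterenol; nearly all actives have a fitted effect of over 65% in size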
TSHR antag – Antagonists of the Thyroid Stimulating Hormone Receptor: HTS campaign; Thyrotropin receptor (Homo sapiens), P16473; TSHR-expressing cells, TSH-stimulated cAMP HTRF, 2 h; active compounds read low; activity change, negative = inhibition, % at 11.5 µM; hit rate 0.2% among 330,000;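 active means activity change below a set negative limit, meaning inhibition stronger than a set level, cut at about -70% in these data; inconclusive means activity change between two set negative limits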; further: on the % scale 0 is the no-effect control and ±100 the full control effect
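Cell-based HTRF cAMP assay; TSHR cells + compound, TSH EC80 (4nM final), 2 h, 37 deg C. Lysis with anti-cAMP cryptate and cAMP-d2, 30 min RT, read 665/620 nm.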
BCR signal inh – qHTS Assay to Find Inhibitors of Chronic Active B-Cell Receptor Signaling; ABC-DLBCL IkBa-CBG/CBR reporter, luminescence ratio, 4 h; Potency, µM (series often up to 46.1 µM), for the others: at the highest dose ratio change, negative = lower green/red ratio, actives largely listed as inhibitors; hit rate 0.05% among 340,000; active means well fitted inhibition curve with a large enough effect in the signal ratio, with a control signal flat, not every such curve was filed as active; inconclusive means small, poorly fitted or top-dose-only effect, or effect the other way, or a change in a side signal; the % refers to the signal ratio;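 further: potency means the concentration at half of the fitted maximal effect; plate controls were basal doxycycline-induced cells for no effect and cells given 10 µM MG132 for full effect; MG132 reads +100%, hits lower the ratio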
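Cell line TMD8 (human ABC DLBCL), stably expressing tet-inducible CBG68-IkBa fusion and CBR; IMDM/0.5% FBS; cpd up to 46 uM; dox induction, 4 h, 37C/5% CO2; dual luminescence; green/red ratio; MG132 control.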
Eya2 phos inh – qHTS Assay for Inhibitors of the Phosphatase Activity of Eya2; Protein phosphatase EYA2 (Homo sapiens), O00167; recombinant Eya2, OMFP fluorescence dephosphorylation (OMFP is methylfluorescein phosphate); Potency, µM (titrated, usually from 76.9 µM), inactives show top-dose activity, negative = inhibition, usual class: inhibitors; hit rate 0.006% among 330,000; further: potency means the concentration at half of the fitted maximal effect; on the % scale 0 is the no-effect control and ±100 the full control effect
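Eya2 protein (added as 0.2 uM solution) was preincubated with compound for 10 min at ambient temperature in 50 mM HEPES pH 7.5, 50 mM NaCl, 5 uM MgCl2, 0.05% BSA, 1 mM DTT. OMFP (added at 50 uM) then reacted 10 min; fluorescence read at 485/525 nm.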
* marks the source's active call; other numbers are inactive results; [ ] = dose if it differs, or a comment. Unless noted, the call rests on the fitted dose curve; in most records, active means well fitted curve in the direction sought with a large enough effect; inconclusive means small, poorly fitted or top-dose-only effect, or another doubt; inactive means no such curve, though single readings can be large; an effect the other way counts as inactive or inconclusive.

Results for O=C(COC(=O)c1ccc(F)c(S(=O)(=O)N2CCCCC2)c1)NCc1ccc(F)cc1 ?
USP2a block: 2%; TCR act: -1%; ELG1 repair inh: 6%; Tb PFK inh: 9%; PTAP TSG101 blk: -7%; uPA generation: -2%; Mito fusion act: -3%; B2AR arrestin: -0.1%; TSHR antag: 11; BCR signal inh: -10%; Eya2 phos inh: -7%

Results for COc1ccc(-c2nnc(SCC#CCO)o2)cc1OC ?
USP2a block: 2%; TCR act: -6%; ELG1 repair inh: 15%; Tb PFK inh: -6%; PTAP TSG101 blk: -1%; uPA generation: -19%; Mito fusion act: 3%; B2AR arrestin: -0.1%; TSHR antag: -9; BCR signal inh: -6%; Eya2 phos inh: -25%

How did COc1ccc(CNC(=S)NC2CCCCC2)cc1 do in these assays?
USP2a block: 0%; TCR act: 4%; ELG1 repair inh: 10%; Tb PFK inh: -6%; PTAP TSG101 blk: -8%; uPA generation: 1%; Mito fusion act: -5%; B2AR arrestin: -0.7%; TSHR antag: -2; BCR signal inh: -1%; Eya2 phos inh: 1%

How did O=C1CCC(=O)N1c1ccc(NCCc2cccc(F)c2)c([N+](=O)[O-])c1 do in these assays?
USP2a block: 1%; TCR act: -1%; ELG1 repair inh: 13%; Tb PFK inh: -1%; PTAP TSG101 blk: -4%; uPA generation: -2%; Mito fusion act: 4%; B2AR arrestin: -0.2%; TSHR antag: -3; BCR signal inh: -3%; Eya2 phos inh: 1%

What do the screens show for `CC1=NC(C)Cc2ccccc21` (configuration not stated)?
USP2a block: -2%; TCR act: 5%; ELG1 repair inh: 4%; Tb PFK inh: -1%; PTAP TSG101 blk: 0%; uPA generation: 3%; Mito fusion act: -1%; B2AR arrestin: -0.4%; TSHR antag: 1; BCR signal inh: 0%; Eya2 phos inh: -18%

Results for COC(=O)c1sccc1NC(=S)Nc1cccc(F)c1 ?
USP2a block: 3%; TCR act: 2%; ELG1 repair inh: -2%; Tb PFK inh: -2%; PTAP TSG101 blk: -1%; uPA generation: 3%; Mito fusion act: 2%; B2AR arrestin: 0.4%; TSHR antag: 6; BCR signal inh: -1%; Eya2 phos inh: 7%

Results for O=C(CCn1c(=S)[nH]c2cc3c(cc2c1=O)OCO3)NCc1ccc(Cl)cc1 ?
USP2a block: 2%; TCR act: 10%; ELG1 repair inh: 0%; Tb PFK inh: -1%; PTAP TSG101 blk: 3%; uPA generation: 6%; Mito fusion act: 1%; B2AR arrestin: -0.5%; TSHR antag: -5; BCR signal inh: 3%; Eya2 phos inh: 3%

Results for C=C(C)C(=O)Nc1cccc(C2=NOC3(C2)C[C@@H](C(N)=O)N(C(=O)/C=C/CC)C3)c1 (some centres not stated) ?
USP2a block: 6%; TCR act: 6%; ELG1 repair inh: -1%; Tb PFK inh: -28%; PTAP TSG101 blk: -4%; uPA generation: 4%; Mito fusion act: 24%; B2AR arrestin: -0.6%; TSHR antag: -3; BCR signal inh: -12%; Eya2 phos inh: 3%

Results for COc1ccc(/C(C)=N/NC(=O)CNC(=O)c2cccnc2)cc1 ?
USP2a block: 3%; TCR act: 0%; ELG1 repair inh: -12%; Tb PFK inh: 3%; PTAP TSG101 blk: -1%; uPA generation: 3%; Mito fusion act: 5%; B2AR arrestin: 0.1%; TSHR antag: 10; BCR signal inh: 2%; Eya2 phos inh: 13%

How did Cc1cc(C)c2c(CC(=O)N(CCC#N)Cc3cccnc3)coc2c1 do in these assays?
USP2a block: 2%; TCR act: 8%; ELG1 repair inh: 3%; Tb PFK inh: -1%; PTAP TSG101 blk: -1%; uPA generation: 1%; Mito fusion act: -2%; B2AR arrestin: -0.3%; TSHR antag: 1; BCR signal inh: -1%; Eya2 phos inh: -8%

Results for C/C=C/C=C/C(=O)Nc1cccc(C2=NOC3(C2)C[C@H](C(N)=O)N(C(=O)CC(c2ccccc2)c2ccccc2)C3)c1 (some centres not stated) ?
USP2a block: -2%; ELG1 repair inh: -20%; Tb PFK inh: -11%; Mito fusion act: 16%; B2AR arrestin: -0.8%; TSHR antag: -6; BCR signal inh: inconclusive; Eya2 phos inh: 6%

How did O=C(NNC(=S)Nc1ccccc1Cl)c1ccccc1Br do in these assays?
USP2a block: 0%; TCR act: 7%; ELG1 repair inh: inconclusive; Tb PFK inh: 3%; PTAP TSG101 blk: -3%; uPA generation: 5%; Mito fusion act: -6%; B2AR arrestin: -0.8%; TSHR antag: 1; BCR signal inh: inconclusive; Eya2 phos inh: 5%

What do the screens show for `O=C(NCc1ccccc1Cl)C1CCCN(c2nc3ccsc3c(=O)s2)C1` (configuration not stated)?
USP2a block: 2%; ELG1 repair inh: 22%; Tb PFK inh: 0%; Mito fusion act: -2%; B2AR arrestin: -0.7%; TSHR antag: -3; BCR signal inh: 6%; Eya2 phos inh: 5%

How did CC(C)OCCCNC(=O)[C@H]1N2C(=O)c3ccccc3C2SC1(C)C (some centres not stated) do in these assays?
USP2a block: 3%; TCR act: 1%; ELG1 repair inh: -10%; Tb PFK inh: 2%; PTAP TSG101 blk: -1%; uPA generation: -4%; Mito fusion act: 0%; B2AR arrestin: -0.7%; TSHR antag: -10; BCR signal inh: 2%; Eya2 phos inh: 5%

How did O=C(CC1SC(=O)N(Cc2ccccc2)C1=O)Nc1nccs1 (configuration not stated) do in these assays?
USP2a block: 5%; TCR act: -1%[46.1 µM]; ELG1 repair inh: -10%; Tb PFK inh: 5%; PTAP TSG101 blk: 0%; uPA generation: 0%; Mito fusion act: -4%; B2AR arrestin: -0.3%; TSHR antag: 9; BCR signal inh: 8%; Eya2 phos inh: -3%

How did O=[N+]([O-])c1cccc(N=NN(CCO)c2cccc([N+](=O)[O-])c2)c1 do in these assays?
USP2a block: 2%; TCR act: -1%; ELG1 repair inh: -28%; Tb PFK inh: 9%; PTAP TSG101 blk: 0%; uPA generation: 6%; Mito fusion act: 0%; B2AR arrestin: 0.0%; TSHR antag: -12; BCR signal inh: inconclusive; Eya2 phos inh: -21%

What do the screens show for `CCOc1ccc2nc(N3C(=O)C(O)=C(C(=O)c4ccco4)C3c3ccco3)sc2c1` (configuration not stated)?
USP2a block: 1%; TCR act: 0%; ELG1 repair inh: inconclusive; Tb PFK inh: -28%; PTAP TSG101 blk: -6%; uPA generation: -21%; Mito fusion act: 5%; B2AR arrestin: -0.1%; TSHR antag: 30; BCR signal inh: inconclusive; Eya2 phos inh: -8%

How did CC(=O)NNc1cc(C)nc(NS(=O)(=O)c2ccc(C)cc2)n1 do in these assays?
USP2a block: 0%; TCR act: -3%; ELG1 repair inh: 12%; Tb PFK inh: 0%; PTAP TSG101 blk: -3%; uPA generation: 3%; Mito fusion act: -6%; B2AR arrestin: -0.5%; TSHR antag: 9; BCR signal inh: 2%; Eya2 phos inh: 3%
